F508del corr: correctors of CFTR F508del function in bronchial epithelial cells; CFBE cells, YFP halide quenching; stimulated with forskolin plus potentiator P3; % fluorescence drop versus neutral controls; 350,000 compounds, 0.36% hits; activity (quench increase), % at 7.58 µM;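 active means mean added fluorescence quench of at least 8% versus neutral control, with both replicates also reaching 8%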;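 further: cells transiently co-express mutant CFTR-F508del with the halide-sensitive YFP; corrector assay measuring rescue of mutant channel to the surface after 24 h compound exposure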
GSIS activator: GLuc luminescence reporter in INS-1E cells, primary screen for activators of glucose-dependent secretion of insulin | INS-1E GLuc reporter insulin secretion, 2-3 h | activation, % at 16.6 µM | 370,000 compounds, 0.61% hits | AID 743287;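 active means lowest replicate activation of at least 40%, so every replicate reaches that level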;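 further: 0% = median of neutral control wells and 100% = median of IBMX positive control wells; some compounds called inactive have numbers as strong as hits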
ERAP1 inh: inhibitors of human ERAP1 aminopeptidase. Q9NZ08. recombinant ERAP1, Leu-AMC fluorescence, 60 min. inhibition, % at 10.7 µM. 340,000 compounds, 0.15% hits. AID 652197;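 active means mean replicate inhibition of at least 30%, or all replicates individually reaching that 30% level; inactive means mean below 30% and not every replicate reaching it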;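 further: 0% = neutral control wells and 100% = L-leucinethiol positive control wells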
Target sequence (Q9NZ08 whole entry, looked up): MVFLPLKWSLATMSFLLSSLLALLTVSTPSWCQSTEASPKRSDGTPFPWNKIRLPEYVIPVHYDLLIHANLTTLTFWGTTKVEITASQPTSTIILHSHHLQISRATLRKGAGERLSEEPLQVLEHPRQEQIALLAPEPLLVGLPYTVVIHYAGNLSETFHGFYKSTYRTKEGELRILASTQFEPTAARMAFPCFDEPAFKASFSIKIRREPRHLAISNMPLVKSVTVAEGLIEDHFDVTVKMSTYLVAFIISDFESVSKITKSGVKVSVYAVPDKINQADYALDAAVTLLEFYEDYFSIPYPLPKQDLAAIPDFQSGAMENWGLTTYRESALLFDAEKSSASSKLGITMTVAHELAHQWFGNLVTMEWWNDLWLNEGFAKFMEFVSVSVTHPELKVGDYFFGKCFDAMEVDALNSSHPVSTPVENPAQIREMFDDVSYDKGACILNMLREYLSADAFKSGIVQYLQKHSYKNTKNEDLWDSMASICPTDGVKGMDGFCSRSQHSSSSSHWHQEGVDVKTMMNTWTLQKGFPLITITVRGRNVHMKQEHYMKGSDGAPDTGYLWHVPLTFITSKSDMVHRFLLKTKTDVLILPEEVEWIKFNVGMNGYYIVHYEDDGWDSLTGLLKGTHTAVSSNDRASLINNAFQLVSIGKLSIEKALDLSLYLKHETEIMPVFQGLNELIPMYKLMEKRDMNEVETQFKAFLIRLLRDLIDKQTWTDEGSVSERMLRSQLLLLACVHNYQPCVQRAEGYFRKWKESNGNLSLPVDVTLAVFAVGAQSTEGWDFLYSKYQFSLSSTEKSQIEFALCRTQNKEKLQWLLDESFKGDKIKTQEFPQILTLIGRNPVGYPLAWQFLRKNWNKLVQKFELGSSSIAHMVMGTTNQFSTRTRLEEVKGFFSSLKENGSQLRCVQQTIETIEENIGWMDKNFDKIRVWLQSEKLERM
RAD52 anneal inh: inhibitors of human RAD52 DNA annealing; recombinant RAD52 DNA annealing, FRET fluorescence; 360,000 compounds, 0.46% hits; inhibition, % at 18.7 µM; P43351;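 active means every replicate showing at least 50% inhibition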
ARNT-TACC3 inh: disruptors of human ARNT/TACC3 interaction; AlphaScreen His-ARNT PAS-B/GST-TACC3 binding, luminescence; TACC3 fragment carries E629A point mutation; inhibition, % at 9.99 µM; 390,000 compounds, 0.66% hits; AID 623870;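 active means mean inhibition of replicates at least 50% and at least half of replicates each reaching 50%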;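 further: 0% = complete ARNT plus TACC3 wells and 100% = ARNT alone without TACC3; many hits fall short of the cut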
esBAF inh: SWI/SNF esBAF complex inhibition; mouse ES cells, Bmi1-luciferase knock-in reporter, 24 h; 100% = twice the neutral-well signal; reporter increase, % at 12.5 µM; 350,000 compounds, 2% hits; AID 602393; in the data active means activation above about 40%;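 further: 0% = median of the plate's neutral control wells and 100% = double that signal; a rise in the Bmi1 reporter signal indicates esBAF inhibition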
RAD54 branch: blocks human RAD54 Holliday junction branch migration. Q92698. FAM/BHQ fluorescence. inhibition, % at 10.4 µM. 360,000 compounds, 0.14% hits. AID 602329;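 active means mean normalized replicate activity at least 40 and at least half of replicates scoring 40 or more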;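 further: 0% = median of neutral control wells and 100% = median of positive control wells; inhibitors cause a drop in the FAM fluorescence signal; in these data hits start at about 50%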
XiGFP reactiv: activators of X-chromosome reactivation in mouse fibroblasts; 360,000 compounds, 0.055% hits; XiGFP mouse fibroblasts, % GFP-positive cells imaging, 3 d; cells co-treated with 5-aza-dC sensitizer; scaled so ellipticine positive control = 100%; AID 743238; activation, % at 7.58 µM;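 active means mean normalized replicate activation at least 10% and every replicate at or above 10%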;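 further: 0% = median of on-plate neutral control wells and 100% = ellipticine 6 µM median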
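Schedule: 3 d treatment, 15 min room-temperature fixation; system: 68-5-11 XiGFP fibroblast line; buffer or medium: DMEM plus 5-aza-dC sensitizer; control set: ellipticine 6 µM positive control; compound: one concentration, pinned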
* marks the source's active call; other numbers are inactive results; . = no result given; & = joins results of further samples.

SMILES	F508del corr	GSIS activator	ERAP1 inh	RAD52 anneal inh	ARNT-TACC3 inh	esBAF inh	RAD54 branch	XiGFP reactiv
C[C@H](CO)N1C[C@H](C)[C@H](CN(C)S(=O)(=O)c2cn(C)cn2)Oc2ccc(NC(=O)Nc3ccc(F)cc3)cc2CC1=O	-1.9	16	.	.	.	1	.	0.2
COCCNc1nc2c(c(=O)n(Cc3cccc(Br)c3)c(=O)n2C)n1C	2.4	-4	4	-6	13	2	23	0.2
CN(C(=O)c1cccc(NC(=O)Cc2ccc(NC(=O)C3CCCN(C(=O)C4CCC4)C3)cc2)c1)C1CCCC1 (stereo not given)	3.5	-18	5	-34	-2	4	-11	-0.1
CNC(=O)C[C@H]1CC[C@H]2[C@H](COc3ccc(NC(=O)C(C)C)cc3C(=O)N2C)O1	-0.2	2	.	.	-6	-1	3	0.3
O=C(c1csc2c1CCCC2)N1CCN(c2ncccn2)CC1	2.6	36	0	-14	-4	-2	8	.
COc1ccc(CN(C)C(=O)C(Cc2ccccc2)NC(=O)c2ccccc2)c(OC)c1 (stereo not given)	-5.9	-19	3	-3	-2	.	.	0.4
O=C(COc1ccc(Cl)cc1Cl)N/N=C/c1ccc[nH]1	-2.0	-7	0	-9	31	20	5	0.0
C[C@@H]1CN([C@@H](C)CO)C(=O)c2cc(NC(=O)CCCN(C)C)ccc2O[C@@H]1CN(C)Cc1ccc2c(c1)OCO2	-1.2	6	0	-22	.	.	.	0.1
CS(=O)(=O)N(Cc1ccccc1)c1ccc(C(=O)Nc2ccc(C(N)=O)cc2)cc1	1.4	-2	2	4	0	0	-13	0.1
Cc1ccc(S(=O)(=O)N2[C@@H](c3cccc4ccccc34)C(C(=O)O)=C[C@H]2C(C)(C)C)cc1	-0.5	-2	1	-9	-5	-1	11	0.0

Continued; it opens with the 4 that closed the last part.
SMILES	F508del corr	GSIS activator	ERAP1 inh	RAD52 anneal inh	ARNT-TACC3 inh	esBAF inh	RAD54 branch	XiGFP reactiv
O=C(COc1ccc(Cl)cc1Cl)N/N=C/c1ccc[nH]1	-2.0	-7	0	-9	31	20	5	0.0
C[C@@H]1CN([C@@H](C)CO)C(=O)c2cc(NC(=O)CCCN(C)C)ccc2O[C@@H]1CN(C)Cc1ccc2c(c1)OCO2	-1.2	6	0	-22	.	.	.	0.1
CS(=O)(=O)N(Cc1ccccc1)c1ccc(C(=O)Nc2ccc(C(N)=O)cc2)cc1	1.4	-2	2	4	0	0	-13	0.1
Cc1ccc(S(=O)(=O)N2[C@@H](c3cccc4ccccc34)C(C(=O)O)=C[C@H]2C(C)(C)C)cc1	-0.5	-2	1	-9	-5	-1	11	0.0
C[C@@H]1CN([C@H](C)CO)C(=O)Cc2cc(NS(=O)(=O)c3ccc(F)cc3)ccc2O[C@@H]1CN(C)Cc1ccc(C(=O)O)cc1	0.4	4	3	4	-4	-1	5	-0.1
O=C(NCc1ccc(Cl)cc1Cl)C1CCN(S(=O)(=O)c2ccc3c(c2)OCCCO3)CC1	2.0	.	-1	-22	-7	.	.	0.2
O=C(c1ccncc1)N1CC(=O)N2[C@H](CO)[C@@H](c3ccc(-c4ccccc4F)cc3)[C@H]2C1	-1.5	18	2	-19	.	.	.	0.5
CC(C)(C)CN1CCC(Oc2cccc(C(=O)N3CCC[C@H]3CO)c2)CC1	2.7	16	-1	-20	0	-2	2	0.0
COc1ccc(-c2ccc3c(c2)[C@@H]2[C@@H](CCN2C(=O)c2ccncc2)[C@H](CO)N3C)cc1	0.2	-19	5	3	10	5	14	0.0
CC(C)(C)c1ccc(C(=O)N2CCC2(C)C(=O)NS(=O)(=O)c2ccc(C#N)cc2)cc1 (stereo not given)	-0.6	-2	-6	-7	.	-5	-5	0.1
O=C(CN1CCC(NC(=O)C2CCCCC2)CC1)Nc1cccc(F)c1	0.4	.	1	-2	0	-1	0	0.0
Cc1ccc(/C=C/C(=O)Nc2cc(S(N)(=O)=O)ccc2O)cc1	6.0	-9	-2	-18	-4	.	.	0.1
O=C(CNCc1ccc(Cl)cc1)Nc1ccc(C(=O)N2CCCCCC2)cc1	-1.2	-18	1	-3	.	2	-2	1.5
Cc1cc(CNC(=O)Cc2ccc(F)cc2)c2ccccc2n1	-1.2	-2	-3	-9	-2	.	.	-0.1
O=C(O)c1ccc2c(c1)C(=O)N(c1cccc3ccccc13)C2=O	-0.3	-7	0	-13	-5	1	1	0.2
COc1ccc(NC(=O)Nc2ccc3c(c2)C(=O)N([C@@H](C)CO)C[C@@H](C)[C@H](CN(C)CC2CCCCC2)O3)cc1	-2.8	-6	0	19	3	-3	5	0.0
O=C(NCC(F)(F)F)[C@@H]1[C@@H](CO)[C@@H]2Cn3c(cccc3=O)[C@H]1N2CC1CCCC1	-1.4	-4	-2	16	.	.	.	0.0
COc1ccc(-c2cc(=O)n(CCC#N)[nH]2)cc1	.	25	.	.	6	-10	-6	0.0
CC(/C=N/N1CCN(c2ccc(C)cc2)CC1)=C\c1ccccc1	.	-6	.	.	-5	.	3	0.0
O=C(C[C@@H]1C[C@@H]2c3cc(NC(=O)Nc4ccc(C(F)(F)F)cc4)ccc3O[C@@H]2[C@@H](CO)O1)NCc1ccc(Cl)cc1	1.9	15	2	5	-1	2	0	0.3
COc1ccccc1NC(=O)N1CCCCN2[C@H](CO)[C@@H](c3ccc(-c4cccc(C)c4)cc3)[C@@H]2C1	-2.6	-5	-1	-17	10	.	1	-0.1
CC(=O)c1cc(CN2CCC(n3nccc3NC(=O)c3ccccc3Cl)CC2)cs1	1.6	.	-10	-12	-5	-7	2	0.0
CC1(C(=O)NS(=O)(=O)Cc2cccc(Cl)c2)CCN1C(=O)Cc1ccccc1 (stereo not given)	3.2	-6	-2	-5	.	4	-2	0.0
OC(c1cccc(Cl)c1)c1nc(-c2ccoc2)cs1 (stereo not given)	-3.4	.	-1	-28	.	7	5	0.9
COc1ccc(N(CC(=O)Nc2ccccc2F)S(=O)(=O)c2ccc(OC)c(OC)c2)cc1	0.3	-4	-5	-9	1	-3	-6	0.0
COc1ccc(CSc2ccc(S(=O)(=O)N3CCCC3)cn2)cc1F	1.7	5	-1	-22	.	3	4	0.0
COc1ccc(NC(=O)/C=C/c2ccco2)cn1	2.3	-17	0	-20	-15	44*	-12	0.0
Cc1cc(C)c2nc(NNC(=O)c3ccc(S(=O)(=O)N4CC(C)CC(C)C4)cc3)sc2c1 (stereo not given)	3.3	.	3	-6	14	-33	7	0.5
O=C(NNC(=O)C1CC(c2cccs2)=NO1)Nc1ccccc1 (stereo not given)	-1.2	14	4	-17	-2	-4	4	-0.1
O=C(Nc1ccc2c(c1)C(=O)OC2)c1ccc(F)cc1F	0.4	.	-4	-14	-6	.	.	0.0
Cc1cc(NC(=O)COC(=O)C2CC(=O)N(c3ccc(Br)cc3)C2)no1 (stereo not given)	3.5	5	-1	3	-6	-5	9	-0.1
CCCc1cc(=O)n2[nH]c(C(F)(F)F)nc2n1	-3.2	19	1	-28	-2	2	0	0.0
CCCCn1nnnc1C(c1ccccc1)N1CCN(C(C)=O)CC1 (stereo not given)	-1.6	6	0	-7	.	.	.	0.0
CCN(C(=O)CSc1nnc(-c2c[nH]c3ccccc23)n1C1CC1)C1CCS(=O)(=O)C1 (stereo not given)	-1.8	-5	2	-24	0	-4	-5	0.0
Cc1noc(C)c1S(=O)(=O)N(C)C[C@@H]1Oc2ccc(NC(=O)Nc3ccc(C(F)(F)F)cc3)cc2CC(=O)N([C@H](C)CO)C[C@H]1C	2.1	11	.	.	3	0	7	-1.2
O=C(C[C@@H]1C=C[C@@H](NC(=O)Nc2ccc(F)cc2)[C@@H](CO)O1)NCCN1CCCC1	-3.2	2	1	-8	-7	1	-5	-0.2
COc1ccc(N2CCN(CCCNC(=O)C3CCCN(S(=O)(=O)c4cnc[nH]4)C3)CC2)cc1 (stereo not given)	0.9	-1	.	-18	1	-7	1	0.1
C[C@H](CO)N1C[C@H](C)[C@@H](CN(C)S(=O)(=O)c2ccccc2)Oc2c(cccc2N(C)C)C1=O	1.3&0.7	-11&9	-1	-7&-15	-4&2	1&2	-5&-3	0.3&0.0
COc1ccc(OC)c(NC(=S)NCCN2CCOCC2)c1	-3.8	0	5	-15	-43	.	.	0.0
CCOC(=O)c1c(C)n(OCc2ccccc2)c2ccc3nonc3c12	2.1	2	-6	-9	-3	-3	-4	.
O=C(Nc1cc(C(F)(F)F)ccc1N1CCCC1)C1CC(=O)N(Cc2ccccc2)C1 (stereo not given)	-1.5	.	3	-2	.	-10	-4	0.5
COc1cc2ncnc(NCc3ccc4c(c3)OCO4)c2cc1OC	-0.2	18	-1	-19	-2	2	3	0.7
COC(=O)c1cccc(NC(=O)CC2NCCNC2=O)c1 (stereo not given)	-0.6	-4	-2	-18	-3	10	2	0.1
N#Cc1c(NC(=O)c2ccco2)sc2c1CCC2	-1.2	-8	0	-26	.	54*	-6	0.3
Cc1cc(C)c(S(=O)(=O)N2CCOC2CNC(=O)C(=O)NCc2ccccn2)c(C)c1 (stereo not given)	-1.2	.	-7	-14	14	-5	1	-0.1
CN1c2ccc(-c3ccc(F)cc3)cc2[C@H]2[C@H](CCN2S(=O)(=O)c2cccc(F)c2)[C@H]1CO	16*	-5	-2	2	6	-9	6	0.4
CC1(C(=O)NCc2cc(F)cc(C(F)(F)F)c2)C=CC2(CCCCC2)N1C(=O)c1ccccc1 (stereo not given)	-3.6	-64	-3&-3	-12	.	4	-4	0.0
Cn1c(=O)c2c(-c3ccccc3)n(-n3cnnc3)cc2n(C)c1=O	.	7	.	.	3	-5	0	.
Cc1c(NC(=O)c2ccc(-c3ccccc3)cc2)cccc1C(=O)O	2.5	-4	0	-11	-8	1	-8	0.0
CC(Cc1n[nH]c(=S)n1N)c1ccccc1 (stereo not given)	-0.7	-5	-7	-17	0	-1	7	0.1
CO[C@H]1CN(C)C(=O)c2ccc(NC(=O)C3CC3)cc2OC[C@H](C)N(C(=O)c2ccncc2)C[C@H]1C	0.2	5	1	5	0	-1	8	0.2
CCC(=O)N(C)C[C@@H]1Oc2ncc(C3=CCCC3)cc2C(=O)N([C@@H](C)CO)C[C@H]1C	-1.7	-1	1	6	-2	5	-8	0.0
COc1ccc(Cl)cc1NC(=O)CN(C)C(=O)c1cccc(-n2cnnn2)c1	0.9	.	3	-4	.	7	0	0.9
CC=Cc1ccc2n(c1=O)C[C@H]1[C@H](CO)[C@@H](C(=O)NCC3CC3)[C@@H]2N1CCC (mixture of isomers)	-1.9	5	1	-6	-14	1	-4	0.0

Next part:
SMILES	F508del corr	GSIS activator	ERAP1 inh	RAD52 anneal inh	ARNT-TACC3 inh	esBAF inh	RAD54 branch	XiGFP reactiv
N#C/C(=C\c1ccco1)C(=O)Nn1cnnc1	-4.2	17	3	-16	10	-3	-1	-0.1
Cc1nc(C)c(C(=O)OCC(=O)Nc2ccccc2)s1	2.5	30	2	-18	-3	6	-1	0.2
O=C(CCCn1c(=O)c2cccn2c2cccnc21)NCCc1ccc(Cl)cc1	1.4	-10	-2	-21	-1	-2	-5	0.1
COc1ccc(-n2nnnc2SCC(=O)c2cccc(OC)c2)cc1	0.8	6	0	2	-2	0	4	.
C[C@@H]1CCCCO[C@@H](CN(C)CC2CCCCC2)[C@@H](C)CN([C@H](C)CO)C(=O)c2cc(NS(=O)(=O)c3ccccc3)ccc2O1	0.9	-2	-2	12	-1	-1	0	0.3
COCc1ccc(CN2CCc3c([nH]c4ccccc34)C2CC(C)C)o1 (stereo not given)	0.6	22	-1	-36	2	-3	1	1.0
Cc1ccnc(NC(=O)CCC(=O)N(CC(=O)NCc2ccccc2)Cc2ccco2)c1	1.7	7	-2	-1	-15	.	.	0.0

Screening results: PubChem BioAssay, Broad Institute
